High-throughput results deposited in PubChem BioAssay by Broad Institute.
Xi reactivation: reactivates the inactive X chromosome in mouse fibroblasts. XiGFP mouse fibroblasts, % GFP-positive cells imaging, 3 d; cells co-treated with 5-aza-dC sensitizer; scaled so ellipticine positive control = 100%. activation, % at 7.58 µM. actives 0.055% (n = 360,000). AID 743238;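 active means mean normalized replicate activation at least 10% and every replicate at or above 10%; inconclusive means only one of the two criteria met; inactive means mean below 10% and not all replicates reach 10%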;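 further: 0% = median of on-plate neutral control wells and 100% = ellipticine 6 µM median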
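material = 68-5-11 XiGFP fibroblast line | medium = DMEM plus 5-aza-dC sensitizer | schedule = 3 days compound exposure | benchmarks = positive control ellipticine, 6 µM final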
CASP6 VEID inh: inhibitors of human caspase-6; P55212; purified caspase-6, Z-VEID-R110 cleavage fluorescence; inhibition, % at 12.5 µM; actives 0.53% (n = 350,000);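 active means mean inhibition across replicates at least about 35%, with every replicate also reaching that limit, limit read from the data; inconclusive means only one of the two criteria met; inactive means neither criterion met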;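 further: 0% = median of neutral control wells and 100% = no fluorescence left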
Target sequence (P55212 24-179 limits assumed): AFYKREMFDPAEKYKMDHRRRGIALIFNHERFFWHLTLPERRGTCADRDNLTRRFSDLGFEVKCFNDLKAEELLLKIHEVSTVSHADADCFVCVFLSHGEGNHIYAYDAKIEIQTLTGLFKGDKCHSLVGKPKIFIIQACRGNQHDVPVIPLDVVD
Target sequence (P55212 194-293 limits assumed): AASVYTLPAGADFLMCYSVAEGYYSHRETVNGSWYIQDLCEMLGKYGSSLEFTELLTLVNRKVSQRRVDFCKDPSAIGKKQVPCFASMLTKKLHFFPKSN
GSIS activator: primary screen for activators of insulin secretion dependent on glucose, INS-1E cells, GLuc reporter luminescence | actives 0.61% (n = 370,000) | activation, % at 16.6 µM | INS-1E GLuc reporter insulin secretion, 2-3 h;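 active means lowest replicate activation of at least 40%, so every replicate reaches that level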;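 further: 0% = median of neutral control wells and 100% = median of IBMX positive control wells; some compounds called inactive have numbers as strong as hits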
RAD54 branch: RAD54 (human) branch migration inhibition | inhibition, % at 10.4 µM | Q92698 | actives 0.14% (n = 360,000) | RAD54 Holliday junction branch migration, FAM/BHQ fluorescence;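 active means mean normalized replicate activity at least 40 and at least half of replicates scoring 40 or more; inconclusive means only one of the two criteria met; inactive means mean below 40 and under half of replicates reaching 40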;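 further: 0% = median of neutral control wells and 100% = median of positive control wells; inhibitors cause a drop in the FAM fluorescence signal; in these data hits start at about 50%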
Target sequence (Q92698 whole entry, looked up): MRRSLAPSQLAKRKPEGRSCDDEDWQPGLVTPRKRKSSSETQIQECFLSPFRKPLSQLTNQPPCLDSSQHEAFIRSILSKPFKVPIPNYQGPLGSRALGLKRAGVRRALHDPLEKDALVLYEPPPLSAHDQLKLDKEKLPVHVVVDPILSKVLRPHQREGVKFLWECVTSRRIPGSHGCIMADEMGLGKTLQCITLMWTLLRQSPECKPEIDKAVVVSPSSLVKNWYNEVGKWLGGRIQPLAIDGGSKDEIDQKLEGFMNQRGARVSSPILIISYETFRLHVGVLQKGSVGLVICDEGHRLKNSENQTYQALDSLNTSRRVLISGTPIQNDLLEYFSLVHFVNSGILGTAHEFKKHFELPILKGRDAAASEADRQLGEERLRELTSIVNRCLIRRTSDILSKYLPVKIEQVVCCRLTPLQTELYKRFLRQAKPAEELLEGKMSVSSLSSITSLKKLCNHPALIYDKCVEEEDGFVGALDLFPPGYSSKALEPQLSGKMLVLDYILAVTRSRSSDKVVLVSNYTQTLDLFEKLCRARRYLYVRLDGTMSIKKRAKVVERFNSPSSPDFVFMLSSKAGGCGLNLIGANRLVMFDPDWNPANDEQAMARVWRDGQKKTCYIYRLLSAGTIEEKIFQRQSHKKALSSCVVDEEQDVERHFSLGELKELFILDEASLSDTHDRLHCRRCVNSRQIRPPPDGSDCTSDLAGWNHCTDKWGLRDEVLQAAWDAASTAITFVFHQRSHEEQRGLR
F508del corr: CFTR F508del correction in bronchial cells; CFBE cells, YFP halide quenching; stimulated with forskolin plus potentiator P3; % fluorescence drop versus neutral controls; activity (quench increase), % at 7.58 µM; actives 0.36% (n = 350,000);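 active means mean added fluorescence quench of at least 8% versus neutral control, with both replicates also reaching 8%; inconclusive means only one of the mean or replicate conditions met; inactive means mean below 8% and not both replicates reaching 8%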;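 further: cells transiently co-express mutant CFTR-F508del with the halide-sensitive YFP; corrector assay measuring rescue of mutant channel to the surface after 24 h compound exposure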
RAD52 inh: blocks human RAD52 DNA annealing. inhibition, % at 18.7 µM. recombinant RAD52 DNA annealing, FRET fluorescence. P43351. actives 0.46% (n = 360,000);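 active means every replicate showing at least 50% inhibition; inconclusive means mean inhibition at least 50% but not in every replicate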
DENV2 CPE rescue: DENV2-induced cell death inhibition; DENV2-infected cells, cytopathic effect rescue, plate reader; CPE inhibition, % at 9.99 µM; actives 1.7% (n = 350,000); AID 651640; in the data active means CPE inhibition above about 20%, passing the limit was not always enough; inconclusive means no clear call, values can overlap the other calls; tested in BHK-21 cells;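 further: 0% = median of neutral control wells and 100% = median of positive control wells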
E-sel inducer: E-selectin induction on HUVECs. activation, % at 7.58 µM. HUVEC E-selectin immunofluorescence imaging; normalized: neutral wells 0, TNF-alpha wells 100. actives 0.37% (n = 260,000). P16581. AID 686992;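 active means mean E-selectin-positive cell signal at least 10% of the positive control, reached in at least 60% of replicates, without over 20% cell loss; inconclusive means no rule given, readout overlaps actives, possibly toxicity-flagged; inactive means the rest, including those meeting only one limit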;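 further: in these data hits start at about 27%; measured in HUVEC primary endothelial cells; signal is the percent of cells scored E-selectin positive by PE staining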
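Read-out: % PE-positive cells | Test system: HUVEC | Doses: One compound dose added by pin transfer | Buffer or medium: EGM-2 over gelatin coat | Signal: Immunofluorescence imaging | Benchmarks: TNF-alpha, DMSO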
Numbers without * were called inactive; ? = inconclusive; . = no result given.

| molecule | GSIS activator | DENV2 CPE rescue | CASP6 VEID inh | F508del corr | RAD52 inh | RAD54 branch | E-sel inducer | Xi reactivation |
| --- | --- | --- | --- | --- | --- | --- | --- | --- |
| Cc1occc1C(=O)N/N=C/c1ccccn1 | 2.4 | -3.4 | 0.0 | 1.9 | -13.5 | . | . | -0.1 |
| COc1ccc(S(=O)(=O)N2CCCCCC2)cc1C(=O)N(C)Cc1cccs1 | -2.4 | -8.1 | -4.2 | -2.2 | -6.9 | -4.2 | -0.7 | 0.0 |
| C[C@H]1CN([C@@H](C)CO)C(=O)c2cc(NS(=O)(=O)c3ccc(F)cc3)ccc2O[C@H]1CN(C)Cc1ccc(C(F)(F)F)cc1 | -8.1 | -4.3 | 0.8 | 6.2 | -6.5 | 4.4 | 0.0 | -1.2 |
| CCOC(=O)c1ccc(NC(=O)Nc2ccc3c4c(cccc24)C(=O)N3CC)cc1 | -8.2 | . | -1.5 | . | -13.5 | -7.1 | . | . |
| COCC(=O)N1[C@@H](C#N)[C@@H](c2ccccc2-c2cccc(OC)c2)[C@@H]1CO | 6.7 | 14.7 | 1.0 | 0.1 | -6.5 | . | 0.0 | 0.1 |
| COC(=O)c1cc(NC(=O)c2ccccc2F)cc(C(=O)OC)c1 | 10.2 | 4.0 | 0.8 | -0.8 | -1.6 | . | -1.2 | -0.7 |
| Cc1cccc(C)c1NC(=O)CSc1nc(C2CC2)nc2ccccc12 | -5.3 | 3.8 | -1.8 | 0.3 | 2.9 | -10.5 | . | 0.4 |
| O=C1OCc2ccc(NC(=O)c3c(F)cccc3Cl)cc21 | -8.4 | -5.9 | -2.4 | -0.4 | -3.2 | -12.5 | -0.2 | 0.0 |
| CC(C)(C)OC(=O)CNC(=O)c1nc[nH]c1C(=O)N1CCc2ccccc2C1 | -4.2 | 7.7 | 2.8 | 2.0 | -10.1 | 0.3 | . | 0.0 |
| c1ccc2c(c1)OCC(CNc1ncnc3sccc13)O2 (configuration not stated) | -38.8 | . | . | . | . | 6.6 | -0.4 | -0.1 |
| CCCNC(=O)[C@H]1[C@H](CO)[C@H]2Cn3c(ccc(C4=CCCC4)c3=O)[C@@H]1N2 | 16.7 | -3.7 | 1.9 | 0.2 | -23.6 | 3.3 | 0.0 | 0.6 |
| CCCCCCCCN1C(=O)[C@H](CC(=O)NCc2ccc(C)o2)C[C@@]2(C(=O)OC)CC(C)(C)CC=C12 | 12.9 | 1.2 | 6.8 | 3.7 | -19.3 | . | -0.2 | 0.1 |
| CC(C)NC(=O)N(C)C[C@@H]1Oc2ccc(NC(=O)Nc3ccccc3)cc2C(=O)N([C@H](C)CO)C[C@@H]1C | 15.2 | 2.4 | 4.2 | -1.1 | -19.6 | 3.7 | -3.6 | -0.1 |
| Cc1noc(C)c1NC(=O)N(C)C[C@H]1Oc2c(NS(=O)(=O)c3ccccc3)cccc2C(=O)N([C@H](C)CO)C[C@H]1C | 28.0 | 0.4 | -2.1 | -0.5 | -7.7 | 0.3 | 0.0 | -0.6 |
| Cc1ccc(N2CCN(CC(O)COc3ccc([N+](=O)[O-])cc3)CC2)cc1 (configuration not stated) | -27.3 | -0.1 | 3.9 | 3.3 | 3.7 | -0.9 | 0.1 | 0.0 |
| N#Cc1c(NC(=O)c2ccc([N+](=O)[O-])o2)sc2c1CCC2 | -3.3 | 5.1 | 59.1* | -0.5 | 7.3 | -5.2 | . | 0.0 |
| O=C(Nc1ccc(F)cc1)c1oc2ccccc2c1NC(=O)C1CCCC1 | 3.2 | -5.1 | 0.1 | 0.0 | -8.0 | . | . | . |
| O=C(C[C@@H]1C[C@H]2c3cc(NC(=O)C4CCOCC4)ccc3O[C@H]2[C@@H](CO)O1)NC1CCCC1 | 2.9 | -10.3 | -2.0 | -1.2 | -3.0 | -4.6 | -0.1 | 0.2 |
| CCCCNC(=O)c1onc(CS(=O)(=O)c2ccccn2)c1C(=O)NCCCC | -7.2 | 40.0* | . | 0.6 | -4.3 | -1.7 | 0.3 | 0.0 |
| COc1ccc(NC2=C(Cl)C(=O)N(CCc3ccccc3)C2=O)cc1 | -12.3 | 3.8 | -2.0 | -4.5 | -10.2 | . | . | 0.1 |
| N#CCOC(=O)C1CCN(S(=O)(=O)c2ccc3c(c2)OCCO3)CC1 | -0.2 | . | -2.2 | -6.6 | 5.1 | . | . | -0.1 |
| COc1ccc(Cl)cc1NC(=O)c1[nH]c(C)c(C(C)=O)c1C | -6.4 | 13.1 | -2.4 | 2.9 | -0.8 | 0.3 | 0.2 | 0.0 |
| C[C@@H]1CN([C@@H](C)CO)C(=O)c2ccccc2-c2ccccc2CO[C@@H]1CN(C)S(=O)(=O)c1ccc(Cl)cc1 | -5.6 | ? | -1.2 | 2.4 | 32.1 | 11.9 | -0.3 | -0.1 |
| CSc1ccc(NC(=O)C2(C)CCN2C(=O)c2sccc2C)cc1 (configuration not stated) | -11.1 | -3.0 | 2.1 | 2.7 | 0.2 | 5.6 | 0.8 | -0.1 |
| CN(c1cccnc1)c1ccc(NC(=O)Cc2c[nH]c3ccccc23)cc1-c1ccc(F)c(F)c1 | . | 0.8 | -1.7 | -1.8 | -25.5 | . | 1.5 | 0.0 |
| CC(C)[C@H](NC(=O)c1ccccc1F)C(=O)NC1CCCCC1 | . | -3.3 | -1.5 | -1.0 | -12.2 | -0.4 | 0.8 | -1.1 |
| Clc1ccc(-c2nnc(C3CC3)o2)cc1 | 9.3 | -3.5 | -0.1 | 0.5 | -16.3 | . | . | 0.3 |
| O=C(CC(Nc1ccc(F)cc1)C(=O)OCC(=O)c1cccs1)c1ccccc1 (configuration not stated) | -7.3 | 6.5 | -2.0 | . | -12.9 | 2.6 | 10.2 | 0.0 |
| CCCC(=O)Nc1ccc2c(c1)OC[C@@H](C)N(C(=O)CN(C)C)C[C@@H](C)[C@@H](OC)CN(C)C2=O | 2.2 | . | . | 0.1 | . | . | 0.3 | 1.2 |
| C/C=C/c1ccc([C@H]2[C@@H](CO)N3CCCCN(C(=O)c4ccc(F)cc4)C[C@@H]23)cc1 | -15.2 | 0.6 | . | -1.0 | 6.8 | 8.6 | 0.1 | 0.1 |
| C[C@H]1CN([C@@H](C)CO)C(=O)CCCn2cc(nn2)CO[C@@H]1CN(C)Cc1ccc(Oc2ccccc2)cc1 | 6.1 | . | . | 0.6 | . | . | 0.0 | 0.0 |
| COCCn1c(C(=O)N(C)C)cc2c1C[C@H]1CN(C(=O)c3ccccc3)[C@@](Cc3ccc(F)cc3)(C(=O)OC)[C@@H]21 | -18.1 | 4.8 | 2.5 | 0.0 | -12.4 | . | 1.0 | 0.2 |
| CCOC(=O)c1nnn(-c2ccc([N+](=O)[O-])cc2)c1C | 15.0 | -3.2 | -0.1 | 1.8 | -14.4 | . | -1.7 | 0.5 |
| CCCNC(=O)c1nn2cc(Br)cnc2c1Cl | 17.5 | 8.9 | 0.7 | 1.9 | -9.0 | 2.4 | 4.3 | 0.0 |
| CCNC(=O)c1ccc(OCC(=O)Nc2ccc(F)cc2)c(OC)c1 | -11.6 | -4.7 | 1.3 | 2.8 | -12.0 | . | -0.3 | 0.2 |
| COc1ccccc1N1CCN(CCCNC(=O)Cn2ncc3c([nH]c4ccccc43)c2=O)CC1 | 7.5 | -4.3 | 2.0 | 2.1 | -19.2 | 16.3 | -0.2 | 0.1 |
| Cc1cc(N)n(-c2ccc(C(=O)O)cc2)n1 | -3.3 | 3.1 | -1.9 | 1.2 | -11.7 | 8.8 | . | 0.0 |
| COc1ccc(S(=O)(=O)Nc2cc3c4c(c2)CC(=O)N4CCC3)cc1 | 31.3 | 3.2 | 4.0 | 5.9 | -9.6 | 0.8 | 4.8 | 0.0 |
| CN1C(C(=O)NCc2ccco2)CC2Cn3c(nc4cc(Cl)c(Cl)cc43)C21 (configuration not stated) | . | 4.0 | 1.0 | 2.7 | -27.3 | 8.3 | 1.7 | 0.1 |
| COc1cccc(C(C(=O)NCc2ccccc2)N2CCN(CCN3CCOCC3)CC2)c1OC (configuration not stated) | 15.7 | 15.3 | -5.9 | -2.4 | -4.8 | . | 0.0 | -0.3 |
| O=C(Nc1cccc(F)c1)N1CC(=O)N2[C@@H](CO)[C@@H](c3ccc(-c4ccc(F)cc4)cc3)[C@@H]2C1 | -24.0 | -5.8 | -0.4 | -0.7 | -3.3 | . | -0.4 | 0.0 |
| C[C@@H]1CN([C@@H](C)CO)C(=O)c2cc(NC(=O)NC3CCCCC3)ccc2O[C@@H](C)CCCCO[C@@H]1CN(C)C(=O)Nc1ccccc1 | 4.6 | 12.6 | -2.2 | 1.4 | 43.4 | -3.9 | . | 0.1 |
| COc1ccc(C2(O)CCN(CCCCOc3ccccc3)CC2)cc1 | -2.1 | . | -4.5 | . | -5.7 | -0.3 | . | . |
| COc1ccc(NC(=O)CSCC(=O)OCc2cccc(OC)c2OC)cc1 | -2.9 | -1.4 | -2.7 | -1.9 | -4.7 | . | -0.8 | 0.0 |
| O=C(NCCCN1CCOCC1)c1ccc(NS(=O)(=O)c2ccccc2)cc1 | 17.9 | 11.1 | 1.1 | 1.5 | -5.2 | 1.0 | 0.6 | 0.0 |
| O=C(NCCc1ccccc1)C(=Cc1ccc(C(=O)O)cc1)C(=O)NCCc1ccccc1 | 0.1 | 0.9 | 0.6 | -1.7 | -9.3 | -1.6 | . | 0.1 |
| CC(C)(C)OC(=O)[C@H](CCCCN)NC(=O)c1nc[nH]c1C(=O)NCCCCCN | 4.0 | -2.9 | -7.2 | 0.8 | -17.2 | -9.2 | 0.0 | 0.1 |
| CC(C)NC(=O)Nc1ccc2c(c1)C(=O)N([C@H](C)CO)C[C@H](C)[C@H](CN(C)C(=O)CCC(F)(F)F)OCCCC[C@H](C)O2 | 24.9 | 8.7 | -0.2 | 0.2 | 6.3 | -9.9 | -0.1 | -0.1 |
| C[C@H]1NC(=O)[C@@]2(C)[C@@H](c3ccccc3)[C@H]3COc4ccccc4[C@@H]3N2C1=O | 12.9 | 11.7 | -1.2 | 1.9 | -6.4 | -2.1 | 0.1 | 0.0 |
| CCCCCOC(=O)C1=C(C)NC(=O)NC1c1ccccc1 (configuration not stated) | -8.1 | ? | 2.2 | -1.0 | -16.8 | 9.1 | 1.1 | 0.3 |
| CCOC(=O)CS(=O)(=O)CC(=O)Nc1ccc([N+](=O)[O-])cc1OC | 0.5 | . | 2.7 | 0.2 | -16.7 | 2.1 | 6.3 | 0.1 |
| Cc1c(C(=O)Nc2ccccn2)sc2nc3n(c(=O)c12)CCC3 | 0.7 | 1.6 | -2.9 | -1.7 | -19.9 | -5.1 | . | 0.1 |
| O=c1cc2c(=O)oc3cc(O)c(O)oc3c2c(O)c1O | 5.6 | -2.9 | 95.1* | -0.8 | -16.7 | -17.1 | 0.0 | 0.0 |
| COc1ccc(CNC(=O)C2CCN(c3nc(-c4ccccc4)nc4c3CCC4)CC2)cc1 | 9.5 | 0.2 | -2.2 | 1.2 | -36.0 | -4.4 | 0.8 | 0.4 |
